# PABP1 MLLE inh: inhibitors of microRNA-mediated deadenylation, human PABP1 MLLE binding | GST-MLLE / FITC-PAM2 fluorescence polarization | inhibition, % at 20 µM | P11940 | 0.36% of 360,000 active; in the data active = inhibition above about 35%, passing the limit was not always enough;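 note: plate controls were DMSO wells with GST-MLLE for no effect and wells lacking GST-MLLE protein for full effect; some results filed as inactive read as strong as hits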
# CSN deneddyl inh: blocks human CSN-mediated cullin deneddylation. Q92905. Purified CSN, SCF-Nedd8-OG deneddylation, fluorescence polarization. inhibition, % at 12.5 µM. 0.38% of 360,000 active. AID 651999;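 active = pattern-corrected inhibition above about 35%, with an unprinted fluorescence ratio check between 0.5 and 1.5, limit read from the data, passing the limit was not always enough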;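 note: 0% = enzyme with substrate and 100% = substrate without enzyme; some results filed as inactive read as strong as hits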
#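 Test system: Human Csn5 produced in HEK293T cells | Compound: 12.5 µM single point | Times: 90 min, room temperature | Signal: Fluorescence polarization readout | Read-out basis: % inhibition of substrate cleavage by Csn5 | Controls: no-enzyme wells high, enzyme-with-substrate wells low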
# FAS-TE inh: FAS thioesterase (human) inhibition; P49327; recombinant FAS-TE, OMFH fluorogenic substrate, fluorescence endpoint; inhibition, % at 15 µM; 0.67% of 360,000 active;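 active = compounds whose normalised, plate-corrected inhibition of enzyme fluorescence in the single-dose primary screen is 50% or more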;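 note: 0% = DMSO with enzyme and 100% = substrate without enzyme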
# MT1-MMP act inh: inhibitors of human MT1-MMP activation; P50281; HT1080 RFP-PRO-GFP cells, GFP/RFP ratio fluorescence, overnight; percent of plate control window, DMSO zero; GFP/RFP ratio change, % at 20 µM; 0.061% of 360,000 active; AID 651647;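 active = GFP/RFP ratio change of at least 30% with cell ATP level not reduced by more than half and red fluorescence within 50% of control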; note: strong numbers were not always called active
#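 Assay system: RFP-PRO-GFP reporter HT1080 cells; read-out basis: GFP/RFP fluorescence ratio; benchmarks: DMSO wells and RFP-L50D-GFP cells; doses: 20 µM single dose, 1% DMSO; schedule: overnight cell settling, then overnight compound exposure, 37 °C, 5% CO2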
# MsrA inh: bovine MsrA inhibition. inhibition, % at 15.5 µM. 0.75% of 360,000 active. purified bovine MsrA, absorbance read-out; in the data active = inhibition above about 4.5%;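 note: 0% = vehicle wells with enzyme and 100% = reference inhibitor wells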
# eLon inh: inhibitors of E. coli Lon protease | P0A9M0 | purified E. coli Lon protease, fluorescence polarization | inhibition, % at 7.94 µM | 0.42% of 360,000 active | AID 602123; in the data active = inhibition above about 13%, passing the limit was not always enough;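 note: 0% = enzyme with probe and DMSO and 100% = no enzyme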
# Rpn11 block: inhibitors of human proteasome Rpn11. calls only at 20 µM. human 26S proteasome, Ub4-pepOG fluorescence polarization; 20S core pre-blocked with epoxomicin. O00487. 0.59% of 360,000 active;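 active = inhibition at 20 µM, scaled to each plate's controls, above about 33%, limit read from the data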
# bovine MsrA act: activators of bovine methionine sulfoxide reductase A | 0.3% of 360,000 active | purified bovine MsrA, absorbance read-out | activation, % at 10.6 µM; in the data active = activation above about 7.5%;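 note: 0% = vehicle and 100% = reference activator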
# Rin1 Abl inh: inhibitors of human Rin1-Abl protein interaction | P00519+Q13671 | TR-FRET Rin1/Abl binding, biochemical | inhibition, % at 7.35 µM | 0.4% of 360,000 active; in the data active = inhibition above about 5%, passing the limit was not always enough
# The depositor's hits bear a star; i = inactive.
# A first look (3 entries):
SMILES,PABP1 MLLE inh,CSN deneddyl inh,FAS-TE inh,MT1-MMP act inh,MsrA inh,eLon inh,Rpn11 block,bovine MsrA act,Rin1 Abl inh
CCN(CC)S(=O)(=O)c1ccc2c(c1)C(=NO)c1cc(S(=O)(=O)N(CC)CC)ccc1-2,-5,-1,-154,-54,-0.2,-3,i,-9,0
COc1ccc2nc(C)c3cc(C)oc3c2c1,-13,0,0,-7,0.1,13,i,-4,-3
O=C(Nc1ccc(N2CCN(C(=O)c3cccs3)CC2)c(Cl)c1)c1ccco1,-11,0,12,-2,0.8,-6,i,-5,1

# Main list, repeating the preview:
SMILES,PABP1 MLLE inh,CSN deneddyl inh,FAS-TE inh,MT1-MMP act inh,MsrA inh,eLon inh,Rpn11 block,bovine MsrA act,Rin1 Abl inh
CCN(CC)S(=O)(=O)c1ccc2c(c1)C(=NO)c1cc(S(=O)(=O)N(CC)CC)ccc1-2,-5,-1,-154,-54,-0.2,-3,i,-9,0
COc1ccc2nc(C)c3cc(C)oc3c2c1,-13,0,0,-7,0.1,13,i,-4,-3
O=C(Nc1ccc(N2CCN(C(=O)c3cccs3)CC2)c(Cl)c1)c1ccco1,-11,0,12,-2,0.8,-6,i,-5,1
CCCC(=O)N(Cc1cc2ccccc2[nH]c1=O)c1ccccc1OC,-8,1,-7,0,1.4,4,i,-3,0
CC(=O)N1c2ccccc2Sc2ccccc21,9,0,-8,7,0.2,15,i,-11,1
Cc1ccc(-c2nnc(NC(=O)c3ccc([N+](=O)[O-])o3)o2)c(C)c1,-5,5,22,1,0.1,2,i,-1,-1
CN(C)CC#CCOC(c1ccccc1)c1ccccc1,0,-1,-3,-1,1.1,-3,i,-1,-4
CCC(C)c1c(NS(=O)(=O)c2ccc(C)cc2)o[nH]c1=O (configuration not stated),18,1,-9,3,-1.6,5,i,1,3
CCC(C)Sc1nnc(Cc2cc(=O)[nH]c(=O)[nH]2)n1-c1ccc(OC)cc1 (configuration not stated),-9,-6,-5,-3,-0.9,3,i,8,1
CN(CCCC(=O)N1CCCC(C(N)=O)C1)S(=O)(=O)c1ccc(F)cc1 (configuration not stated),2,1,-5,2,-0.3,6,i,0,3
Cc1cc(NC(=O)CSc2nnc(COc3cccc(C)c3C)n2Cc2ccco2)no1,-8,2,-4,6,-0.5,-5,i,-14,3
COc1cc(CCCN2CCNC[C@@H]2CC2CCCCC2)cc(OC)c1OC,7,0,-6,5,-1.3,4,i,-2,-1
Nc1ccc2c(c1)C(O)c1ccc(Cl)cc1-2 (configuration not stated),-9,1,0,1,0.8,-2,i,-10,3
CCOCCCNC(=O)C1CCN(Cc2cccc(OCc3ccccc3)c2)CC1,10,3,-4,4,0.8,3,i,0,-5
Cn1c(C(=O)N2CCN(c3ccc([N+](=O)[O-])cc3)CC2)cc2c(=O)[nH]c3ccccc3c21,-4,-11,2,3,1.4,2,i,-11,-2
CCOC(=O)c1cc(OCC(=O)NC(C)C(C)C)cc(C(=O)OCC)c1 (configuration not stated),-3,0,4,-3,-0.1,5,i,-1,-2
CCOc1ccccc1NC(=O)N1CCC(c2nc3ccc(C)cc3[nH]2)CC1,-5,0,-4,6,0.6,-8,i,-4,-4
CCC(Cc1ccccc1)NC(=O)CCn1cccc1 (configuration not stated),4,0,-3,3,-1.2,-5,i,0,2
COc1ccc(CNC(=O)C(=O)NCC2OCCN2S(=O)(=O)c2ccccc2)cc1 (configuration not stated),0,-3,-3,3,-0.1,-5,i,0,-2
COc1cccc2c1OC1(C)CC2N(C(=O)c2ccco2)C(=S)N1c1ccc(F)cc1 (configuration not stated),-24,-1,3,4,0.8,0,i,-3,2

# Sorted by heavy-atom count (largest number first): some entries from above
SMILES,PABP1 MLLE inh,CSN deneddyl inh,FAS-TE inh,MT1-MMP act inh,MsrA inh,eLon inh,Rpn11 block,bovine MsrA act,Rin1 Abl inh
COc1ccc(CNC(=O)C(=O)NCC2OCCN2S(=O)(=O)c2ccccc2)cc1 (configuration not stated),0,-3,-3,3,-0.1,-5,i,0,-2
O=C(Nc1ccc(N2CCN(C(=O)c3cccs3)CC2)c(Cl)c1)c1ccco1,-11,0,12,-2,0.8,-6,i,-5,1
CCC(C)c1c(NS(=O)(=O)c2ccc(C)cc2)o[nH]c1=O (configuration not stated),18,1,-9,3,-1.6,5,i,1,3

# Remaining list, next part
SMILES,PABP1 MLLE inh,CSN deneddyl inh,FAS-TE inh,MT1-MMP act inh,MsrA inh,eLon inh,Rpn11 block,bovine MsrA act,Rin1 Abl inh
COCCN(C(=O)COC(=O)CCOc1cc(C)ccc1C)c1c(N)n(Cc2ccccc2)c(=O)[nH]c1=O,-5,3,-3,0,-0.9,-6,i,-5,1
Cc1ccc(CN2C(=O)C(C)Sc3ccc(C#N)cc32)cc1 (configuration not stated),-2,0,13,0,4.5,-8,i,0,2
COc1cccc(CNC(=O)CCN2C(=S)NC(C)(C)CC2C)c1 (configuration not stated),-49,-4,-4,1,-0.5,2,i,-4,6
CN(C)c1ccc(CNC(=O)C2(C)Cc3c(-c4ccc5c(c4)OCO5)ccnc3O2)cc1 (configuration not stated),6,2,12,3,-0.9,-1,i,0,-3
COc1ccccc1C(=O)NC(=O)COC(=O)c1cc[n+]([O-])cc1,-11,-5,1,-2,-1.2,-6,i,1,1

# Screening data deposited in PubChem by several laboratories.
